Screening data: PubChem BioAssay, several laboratories
AI-2 QS modul – modulates the Vibrio harveyi AI-2 quorum sensing system; AID 2094; Vibrio harveyi JMH597 AI-2 luminescence/OD600 ratio, 9 h; active compounds read low; strain lacks LuxN and CqsS sensors; 0 = neutral-control median; actives 0.4% (n = 300,000); activity change, % at 7.5 µM; in the data active = activity change below about -75%, passing the limit was not always enough; inconclusive = no clear call, values can overlap the other calls;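 note: luminescence divided by OD600 gain over 9 h not by final OD600 alone; inactives centre near 13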
MrgX1 allo act – allosterically activates human MrgX1 receptor signaling; MrgX1-HEK293, Fluo-4 calcium flux, FDSS; active compounds read high; actives 0.63% (n = 310,000); B-score at 10 µM;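 active = plate-corrected calcium response at least 3 library SD above typical, normal starting fluorescence, not activating the receptor alone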;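 note: compound read alongside a low EC10 to EC30 dose of BAM8-22 agonist; peak minus trough fluorescence over baseline measured at the second addition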
Target sequence (Q96LB2 whole entry, looked up): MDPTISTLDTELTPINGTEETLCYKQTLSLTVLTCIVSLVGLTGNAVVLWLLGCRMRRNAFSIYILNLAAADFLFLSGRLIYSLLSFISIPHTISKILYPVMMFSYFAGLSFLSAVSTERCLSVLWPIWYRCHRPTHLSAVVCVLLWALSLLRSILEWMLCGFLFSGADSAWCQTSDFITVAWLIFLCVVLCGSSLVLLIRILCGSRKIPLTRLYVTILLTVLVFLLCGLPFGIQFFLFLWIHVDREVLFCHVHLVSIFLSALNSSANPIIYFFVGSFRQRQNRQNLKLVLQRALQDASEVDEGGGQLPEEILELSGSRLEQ
TRPC4 PAM – TRPC4 (mouse) allosteric potentiation; AID 2227; actives 0.42% (n = 310,000); HEK293 TRPC4beta/mu-opioid, DAMGO EC20, Fluo-4 Ca2+ flux; active compounds read high; B-score at 10 µM; Q9QUQ5;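 active = B-score of calcium response area above 5 SD of library B-scores, with initial fluorescence ratio within 5 SD of library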;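 note: B-score of integrated fluorescence ratio over time as area under calcium response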
MrgX1 ag – human MrgX1 receptor agonism, primary screen. B-score at 10 µM. actives 0.44% (n = 310,000). MrgX1-HEK293 cells, Fluo-4 calcium fluorescence, agonist mode; active compounds read high. AID 588627;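 active = calcium response B-score plate-corrected fluorescence ratio at least 3 library SD, with starting fluorescence B-score inside 5 SD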
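Test system: HEK293 cells stably expressing human MrgX1 receptor; amount: 15,000 cells per well; doses: compound delivered in addition one of three; times: overnight plating before 1 h dye loading; detection: Fluo-4 NW calcium-flux fluorescence, kinetic read; read-out basis: B-scored fluorescence response ratio; controls: positive and negative controls per plate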
MrgX1 antagonist – antagonists of human MrgX1 receptor | Q96LB2 | MRGX1-HEK293 calcium flux, Fluo-4, BAM8-22 antagonism; active compounds read low | B-score at 10 µM | actives 1.3% (n = 310,000) | AID 588676;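 active = calcium-response B-score plate-corrected more than 3 library SD below zero, starting fluorescence within 5 deviations, no agonist response on first addition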;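 note: peak minus trough fluorescence over baseline after final BAM8-22 challenge near maximal dose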
TRPC6 inh – mouse TRPC6 channel inhibition; HEK293-TRPC6, membrane potential dye, ACh-evoked depolarization; active compounds read low; B-score at 10 µM; actives 1.1% (n = 310,000); AID 2553;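 active = B-score under library mean minus 3 SD, initial fluorescence not abnormally high, positive integrated signal ratio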;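 note: B-score derived from integrated fluorescence ratio over the kinetic read; more negative B-score means stronger inhibition of depolarization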
TRPC4 block – inhibitors of mouse TRPC4 channel | Q9QUQ5 | HEK293 TRPC4beta/mu-opioid, DAMGO-evoked Fluo4 calcium flux; active compounds read low | B-score at 10 µM | actives 0.39% (n = 300,000) | AID 2247;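 active = B-score over 3 SD under the library average, no early fluorescence shift, positive overall ratio signal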
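Signal: kinetic Fluo4 fluorescence imaging of calcium influx. Material: stable TRPC4beta/mu-opioid receptor HEK293 cells. Probe or stimulus: DAMGO in two steps, submaximal then maximal.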
PolyA inhibitor – yeast polyadenylation inhibition. S. cerevisiae SKY197-pL101 polyadenylation reporter, beta-gal luminescence; efflux-impaired pdr1/pdr3 knockout yeast; score 100 = 6 SD above DMSO. calls only at 12 µM. actives 0.02% (n = 300,000). AID 1875;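 active = lowest replicate activity score at least 50, where 100 means six control SD above control mean; inconclusive = lowest score under 50 but half or more replicates reach 50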;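 note: yeast exposed to compound for 9 h at 30 °C; higher score means more reporter readthrough which indicates perturbed polyadenylation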
HIF activator – HIF pathway transcriptional activation | U2OS HRE-luciferase reporter, luminescence; normalized: DMSO 0%, desferrioxamine 100% | activation, % at 7.5 µM (by protocol) | actives 0.32% (n = 300,000);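 active = mean activation of at least 10% of the iron chelator positive control signal, with at least half of replicates also reaching 10%; inconclusive = mean and replicate majority disagree about reaching 10%; inactive = mean and most replicates under 10%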
TRPC6 act – activators of mouse TRPC6 channel. HEK293-TRPC6 membrane potential dye fluorescence; active compounds read high. B-score at 10 µM. actives 0.13% (n = 310,000). AID 2550;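 active = B-score of the integrated fluorescence ratio above library mean plus 3 SD, and starting fluorescence ratio within library mean plus 5 SD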;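 note: higher score means more depolarization so channel activation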
TRPC4 act – opens the mouse TRPC4 cation channel | Q9QUQ5 | HEK293 TRPC4beta/mu-opioid, Fluo4 calcium fluorescence; active compounds read high | B-score at 10 µM | actives 0.49% (n = 310,000);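 active = B-score above 5 SD of library B-scores, and initial fluorescence ratio not above library mean plus 5 SD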;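 note: positive B-score marks a calcium rise read as TRPC4 activation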
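Incubation: 45 min room-temperature Fluo4 loading, 110 s read / System: HEK293 cells stably co-expressing mouse TRPC4beta and mu-opioid receptor / Signal: Fluo4 fluorescence, kinetic / Control set: buffer (low) and maximal DAMGO (high) / Measure: integrated baseline-normalised fluorescence ratio, converted to per-well B score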
* hit, by the source's call; i = inactive; u = inconclusive; x = not tested or not shown.

SMILES | AI-2 QS modul | MrgX1 allo act | TRPC4 PAM | MrgX1 ag | MrgX1 antagonist | TRPC6 inh | TRPC4 block | PolyA inhibitor | HIF activator | TRPC6 act | TRPC4 act
CCOC(=O)C(CC)(CC)C(=O)/C=C/c1ccc(OC)cc1 | -7 | i | i | i | i | i | i | i | 0.0 | i | i
Cc1ccc(NS(=O)(=O)c2ccc(-c3coc(C)n3)cc2)c(C)c1 | 15 | i | i | i | i | i | i | i | -0.3 | i | i
O=C(NCCCn1ccnc1)/C(=C/c1ccco1)NC(=O)c1ccco1 | 20 | i | i | i | i | i | i | i | 0.0 | i | i
CC(C)(C)NC(=O)NC(=O)COc1ccccn1 | 21 | i | i | i | i | i | i | i | -0.2 | i | i
CCCCCn1c(N2CCC(Cc3ccccc3)CC2)nc2c1c(=O)[nH]c(=O)n2C | 14 | i | i | i | i | i | i | i | 0.1 | i | i
COc1ccc([N+](=O)[O-])cc1NC(=O)CCc1ccccc1 | 3 | i | i | i | i | i | i | i | 0.3 | i | i
N/C(=N\OC(=O)Cc1ccccc1)c1cccnc1 | 15 | i | i | i | i | i | i | i | 0.9 | i | i
O=C(c1ccccc1)c1ccc(-n2ccnc2)c([N+](=O)[O-])c1 | x | i | i | i | i | i | i | i | 1.2 | i | i
O=S(=O)(NCC1CCCO1)c1cc(Cl)ccc1Cl (stereo not given) | 29 | i | i | i | i | i | i | i | 0.1 | i | i
CN(C)c1cccc(C(=O)OC(C(=O)Nc2ccc([N+](=O)[O-])cc2Br)c2ccccc2)c1 (stereo not given) | 40 | i | i | i | i | i | i | i | -1.0 | i | i
Oc1c(Cl)cc(Cl)c(Cl)c1Cc1c(O)c(Cl)cc(Cl)c1Cl | u | i | i | i | -8.1* | -7.7* | i | i | 0.8 | i | 53*
COc1ccc(CCNC(=S)NCc2cccs2)cc1OC | 11 | i | i | i | i | i | i | i | -0.8 | i | i
COc1ccc(CN2CN(S(=O)(=O)c3ccccc3)c3nc4ccccc4nc32)cc1 | 26 | i | i | i | i | i | i | i | 0.6 | i | i
CCOc1ccc(S(=O)(=O)N2CCN(C(=S)NCC3CCCO3)CC2)cc1 (stereo not given) | 7 | i | i | i | i | i | i | i | -0.7 | i | i
COc1ccccc1NC(=S)c1ccccc1 | 19 | i | i | i | i | i | i | i | 0.6 | i | i
Cc1ccc([N+](=O)[O-])cc1S(=O)(=O)N1CCCCC1C(=O)O (stereo not given) | 18 | i | i | i | i | i | i | i | 0.1 | i | i
CCc1cc(=O)oc2cc(OCC(N)=O)c(Cl)cc12 | 36 | i | i | i | i | i | i | i | -0.6 | i | i
Cc1ccc(-c2nnn(CC(=O)N(Cc3ccccc3F)C(C(=O)NC3CCCC3)c3ccncc3)n2)o1 (stereo not given) | 8 | i | i | i | i | i | i | i | 1.0 | i | i
O=C(Nc1ccc(Cl)cc1)c1cc(S(=O)(=O)N2CCOCC2)cs1 | 10 | i | i | i | i | i | i | i | -0.6 | i | i
CN1CCN(C(=O)/C(=C\c2ccc3c(c2)OCO3)NC(=O)c2cccs2)CC1 | 25 | i | i | i | i | i | i | i | -0.2 | i | i
COc1ccc(S(=O)(=O)N2CCCCCC2)cc1C(=O)N(C)Cc1ccc(Cl)cc1Cl | x | 14* | 26* | i | i | i | i | i | 0.0 | i | i
COC(=O)c1cccc(NC(=O)C(C)N2C(=O)c3ccccc3C2=O)c1 (stereo not given) | -86* | i | i | i | i | i | i | i | -0.1 | i | i
O=c1[nH][nH]c2nc(C(F)(F)F)cc(C(F)(F)F)c12 | -2 | i | i | i | i | i | i | i | -0.8 | i | i
COCCN(C(=O)COC(=O)c1ccccc1NCc1ccco1)c1c(N)n(Cc2ccccc2)c(=O)[nH]c1=O | 29 | i | i | i | i | i | i | i | -0.2 | i | i
O=C(Cc1ccccc1)Nc1ccc(SC(F)F)cc1 | -31 | i | i | i | i | i | i | i | 3.3 | i | i
Cc1c(NC(=O)c2c([N+](=O)[O-])cnn2C)c(=O)n(-c2ccccc2)n1C | 14 | i | i | i | i | i | i | i | 0.0 | i | i
O=C(CSc1ccc(Cl)cc1)NN=C1CCCCCC1 | -2 | i | i | i | i | i | i | i | -0.3 | i | i
O=C(Cn1ccc([N+](=O)[O-])n1)NCc1nc2ccccc2[nH]1 | 20 | i | i | i | i | i | i | i | -0.4 | i | i
Cc1ccc(S(=O)(=O)NCC2(c3ccccc3)CCOCC2)cc1 | 16 | i | i | i | i | i | i | i | -0.6 | i | i
CNS(=O)(=O)c1cccc(C(=O)OCc2csc(-c3ccccc3)n2)c1 | -2 | i | i | i | i | i | i | i | x | i | i
Cc1ccc(-n2c(=O)[nH]c3ncccc3c2=O)cc1 | 14 | i | i | i | i | i | i | i | -1.1 | i | i
CCOC(=O)C(NCCc1ccc(F)cc1)(NC(=O)CC)C(F)(F)F (stereo not given) | 11 | i | i | i | i | i | i | i | 0.1 | i | i
Cn1cc(/C=C/C(=O)N2CCCC(C(=O)c3ccc(C(C)(C)C)cc3)C2)cn1 (stereo not given) | 56 | i | i | i | i | i | i | i | -0.2 | i | i
CCc1nnc(SC(C)C(=O)Nc2nccs2)n1C (stereo not given) | 17 | i | i | i | i | i | i | i | 0.2 | i | i
O=C(NCc1ccc(Cl)cc1)c1noc2c1CCCC2 | -62 | i | i | i | i | i | i | i | 1.1 | i | i
CCN(CC)CCN1C(=O)C(=O)/C(=C(/O)c2ccc(OC(C)C)cc2)C1c1cccs1 (stereo not given) | 81 | i | i | i | i | i | i | i | 1.8 | i | i
Cc1ccc(N=CC2=C(O)CC(c3ccc(Cl)cc3)CC2=O)cc1 (stereo not given) | 12 | i | i | i | i | i | i | i | -0.2 | i | i
Cc1ccc(S(=O)(=O)N2CCN(c3ccccc3)CC2)cc1C(=O)NC1CCCCC1 | 31 | i | i | i | i | i | i | i | -0.5 | i | i
COc1ccc(/C=C2\SC(=S)N(CCCC(=O)N3CCOCC3)C2=O)cc1OC | 13 | i | i | i | i | i | i | i | 0.6 | i | i
Cc1ccc(C(=O)N/C(=C\c2ccc3c(c2)OCO3)C(=O)Nc2ccc(C(=O)O)cc2)cc1 | 26 | i | i | i | i | i | i | i | 0.2 | i | i
CC(C(=O)Nc1ccccc1-c1ccccc1)N1CCN(C(=O)c2ccccc2)CC1 (stereo not given) | 14 | i | i | i | i | i | i | i | 34* | i | i
Cn1cccc1/C=N/n1c(-c2ccc(Cl)cc2)n[nH]c1=S | 1 | i | i | i | i | i | i | i | 0.3 | i | i
Cn1ccc(=S)c2ccccc21 | 17 | i | i | i | i | i | i | i | -0.4 | i | i
COCCN1Cc2cccc(C(=O)Nc3ccc(C)c(C)c3)c2C1=O | 4 | i | i | i | i | i | i | i | 0.8 | i | i
CCOC(=O)C1=C(N)N(c2ccc(C)cc2)C2=C(C(=O)CCC2)C1c1cccs1 (stereo not given) | 41 | i | i | i | i | i | i | i | 0.4 | i | i

Part of the list above, showing only TRPC4 act, TRPC6 inh and AI-2 QS modul.
mol	TRPC4 act	TRPC6 inh	AI-2 QS modul
O=C(NCc1ccc(Cl)cc1)c1noc2c1CCCC2	i	i	-62
CC(C(=O)Nc1ccccc1-c1ccccc1)N1CCN(C(=O)c2ccccc2)CC1 (stereo not given)	i	i	14
COCCN1Cc2cccc(C(=O)Nc3ccc(C)c(C)c3)c2C1=O	i	i	4

Going on with the list.
SMILES | AI-2 QS modul | MrgX1 allo act | TRPC4 PAM | MrgX1 ag | MrgX1 antagonist | TRPC6 inh | TRPC4 block | PolyA inhibitor | HIF activator | TRPC6 act | TRPC4 act
COCCNC(=O)CN(C(=O)CCC(=O)Nc1ccccn1)c1ccc(F)c(Cl)c1 | 21 | i | i | i | i | i | i | i | -0.4 | i | i
Cc1ccccc1C(=O)Nc1cccc(C(=O)N/N=C/c2cc(Cl)cc([N+](=O)[O-])c2O)c1 | -10 | i | i | i | i | i | i | x | -0.1 | i | i
COc1ccccc1CCNC(=O)C1CCC(=O)N(C2CC2)C1 (stereo not given) | -10 | i | i | i | i | i | i | i | 0.8 | i | i
CCN(CC)CCOC(=O)c1ccc(NC(=O)CNC(=O)C2CCCCC2)cc1 | 5 | i | i | i | i | i | i | i | -0.2 | i | i
CC1CCN(C(=O)c2cc(F)c(F)cc2Cl)CC1 | -7 | i | i | i | -5.2* | i | i | i | -48 | i | i
Cc1ccc(-n2c(C)nnc2SCC(=O)N2CCc3ccccc3C2)cc1 | 14 | i | i | i | i | i | i | i | -0.2 | i | i
OCC[C@@H]1C[C@H](O)[C@@H](O)[C@]2(CCc3ccccc3O2)O1 | 11 | i | i | i | i | i | i | i | -2.2 | i | i
CC(C)CC(=O)N(c1ccc(F)cc1)C1C=CS(=O)(=O)C1 (stereo not given) | 8 | i | i | i | i | i | i | i | -0.5 | i | i
Cc1ccc(C)n1-c1sc2c(c1C(=O)O)CCCC2 | 32 | i | i | i | i | i | i | i | 0.4 | i | i
CCCNC(=O)N1CCC(C(=O)c2cccc(F)c2)CC1 | 11 | i | i | i | -4.9* | i | i | i | 0.1 | i | i
Oc1cccc2c3c(oc12)CCCC3 | 32 | i | i | i | i | i | i | i | -0.1 | i | i
Cc1cccc(OCC(=O)NCCCNC(=O)c2cccnc2)c1 | 16 | i | i | i | i | i | i | i | -0.5 | i | i
COCCN(Cc1ccccc1)C(=O)Cc1ccc(OC)c(S(=O)(=O)N2CCOCC2)c1 | -1 | i | i | i | i | i | i | i | -0.2 | i | i
Cc1ccc(S(=O)(=O)Nc2nc(-c3ccc(F)cc3)cs2)cc1 | -92* | i | i | i | i | i | i | i | 2.0 | i | i
Cc1ccc(C(=O)O)cc1-c1ccc(/C=C2\SC(=O)N(CC(=O)Nc3ccc4c(c3)OCO4)C2=O)o1 | 30 | i | i | i | i | i | i | i | 0.1 | i | i

Only part of the results is shown; count on the stated rates, not on these rows.
